Source: PubChem (The Scripps Research Institute Molecular Screening Center)
CHRM4 antagonist: human M4 muscarinic receptor antagonists, primary screen, CHO cells, Fluo-8 calcium fluorescence | 360,000 compounds, 0.73% hits | inhibition, % at 3 µM | CHO-hM4 cells, ACh EC80 | AID 624125, 2012 | Muscarinic acetylcholine receptor M4 (Homo sapiens), P08173;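 active = inhibition above its plate's cutoff, the mean inhibition of sample wells plus 3 SD, cut at about 27% in these data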;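 also: 0% = acetylcholine EC80 with DMSO and 100% = DMSO without agonist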
Target sequence (P08173 whole entry, looked up): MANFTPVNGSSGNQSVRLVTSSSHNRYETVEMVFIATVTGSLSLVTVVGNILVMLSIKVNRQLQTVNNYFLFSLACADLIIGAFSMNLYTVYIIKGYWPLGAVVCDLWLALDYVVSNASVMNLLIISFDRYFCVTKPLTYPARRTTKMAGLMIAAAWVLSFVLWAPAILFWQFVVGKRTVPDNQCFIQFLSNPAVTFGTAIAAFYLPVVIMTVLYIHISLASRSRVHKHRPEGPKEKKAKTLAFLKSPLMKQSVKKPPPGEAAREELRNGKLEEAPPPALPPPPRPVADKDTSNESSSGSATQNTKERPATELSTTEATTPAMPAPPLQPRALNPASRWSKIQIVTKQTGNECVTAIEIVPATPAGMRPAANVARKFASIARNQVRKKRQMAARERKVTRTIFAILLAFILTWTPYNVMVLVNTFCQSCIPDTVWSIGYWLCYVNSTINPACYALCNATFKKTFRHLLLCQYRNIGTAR
CHRM1 agonist: human M1 muscarinic receptor agonists, primary screen, Fluo-8 calcium fluorescence, CHO-K1 cells, HTS. Muscarinic acetylcholine receptor M1 (Homo sapiens), P11229. CHO-K1 hM1, agonist mode; 0% DMSO, 100% acetylcholine EC100. activation, % at 3 µM. 360,000 compounds, 0.33% hits;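 active = activation above the run's mean compound activation plus 3 SD, cut at about 16% in these data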;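 also: peak over basal fluorescence ratio within a 140 s kinetic read after compound addition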
Target sequence (P11229 whole entry, looked up): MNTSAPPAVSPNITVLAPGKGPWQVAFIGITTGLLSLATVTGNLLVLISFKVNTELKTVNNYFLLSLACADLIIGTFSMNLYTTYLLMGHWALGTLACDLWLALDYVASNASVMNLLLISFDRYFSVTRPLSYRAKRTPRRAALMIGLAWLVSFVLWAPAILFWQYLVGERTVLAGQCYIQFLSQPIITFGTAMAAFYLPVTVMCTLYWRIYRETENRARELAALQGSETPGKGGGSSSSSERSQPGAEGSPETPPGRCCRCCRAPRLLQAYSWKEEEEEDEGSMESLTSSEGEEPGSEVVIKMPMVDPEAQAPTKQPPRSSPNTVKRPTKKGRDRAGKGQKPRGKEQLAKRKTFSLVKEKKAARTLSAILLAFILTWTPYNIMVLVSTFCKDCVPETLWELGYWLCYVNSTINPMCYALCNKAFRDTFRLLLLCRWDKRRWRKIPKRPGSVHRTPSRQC
M4 ag: human M4 muscarinic receptor agonists, primary screen, CHO-K1 cells, Fluo-8 calcium fluorescence; CHO-K1 hM4/Gqi5; vehicle 0%, full acetylcholine response 100%; AID 624127, 2012; 360,000 compounds, 0.14% hits; Muscarinic acetylcholine receptor M4 (Homo sapiens), P08173; activation, % at 3 µM;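 active = activation above the run mean over all test wells plus 3 SD, cut at about 32% in these data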;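 also: peak over basal fluorescence ratio per well then scaled between controls; 0% = DMSO wells and 100% = acetylcholine at EC100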
CHO parental Ca: ATP-evoked calcium signal inhibitors, parental CHO, primary screen, counter-screen for OX1R antagonist project, cell-based, fluorescence, Fluo-8 calcium dye | parental CHO-K1, ATP-induced calcium, Fluo-8 fluorescence | inhibition, % at 5.6 µM | 330,000 compounds, 0.63% hits;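 active = inhibition above that plate's mean sample inhibition plus 3 SD, cut at about 26% in these data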;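 also: 0% = ATP-challenged DMSO wells and 100% = DMSO wells without ATP; some compounds past the cut are filed as inactive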
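Assay system: untransfected parental CHO cell line. Also added: ATP agonist challenge. Dosing: one dose, 5.6 µM nominal. Measured by: Fluo-8 fluorescence. Read-out: % inhibition. Benchmarks: ATP wells versus no-ATP DMSO wells. Repeats: no replicates.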
CHRM1 PAM: human M1 muscarinic receptor positive allosteric modulators, primary screen, CHO-K1 cells, Fluo-8 calcium fluorescence, 1536-well. Muscarinic acetylcholine receptor M1 (Homo sapiens), P11229. CHO-K1 hM1, ACh EC20; 0% = ACh EC20, 100% = maximal ACh. activation, % at 3 µM. 360,000 compounds, 0.088% hits. AID 588819, 2011; in the data active = activation above about 19%, passing the limit was not always enough
M1 ag parental: counter-screen for M1 agonists: effect in parental CHO-K1 cells. Fluo-8 calcium fluorescence; scaled to maximal ATP response, vehicle zero. 360,000 compounds, 0.48% hits. activation, % at 3 µM; in the data active = activation above about 15%;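 also: untransfected CHO-K1 host cells lacking M1 receptor as counterscreen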
CHO-K1 Ca antag: M1 antagonist counterscreen hit in parental CHO-K1 cells. ATP-induced calcium, Fluo-8 fluorescence. inhibition, % at 3 µM. 360,000 compounds, 0.6% hits. AID 602250;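 active = inhibition above a per-plate cutoff, the plate's mean sample inhibition plus 3 SD, cut at about 24% in these data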;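 also: 0% = DMSO plus EC80 ATP and 100% = DMSO alone without ATP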
OXTR potentiator: human OXTR potentiators, primary screen, fluorescence, CHO-OTR cells, Fluo-8 calcium; Oxytocin receptor (Homo sapiens), P30559; AID 2445, 2010; 320,000 compounds, 0.061% hits; activation, % at 3 µM; Fluo-8 calcium fluorescence, potentiator mode; 0% = oxytocin EC15, 100% = EC100;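 active = activation above that plate's cutoff, the mean activation of tested compounds plus 3 SD, cut at about 6.6% in these data, passing the limit was not always enough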;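 also: 100% uses oxytocin at 75 nM as the full agonist control; some results filed as inactive read as strong as hits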
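Material: human OTR in CHO cells. Compound: 3.0 µM, one dose. Timing: compound 6 min at room temperature before oxytocin, 100 s read. Evaluation: % activation of max/min ratio relative to oxytocin controls. Replication: single well per compound, singlicate. Signal: Fluo-8 calcium dye fluorescence.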
M1 antag: human M1 muscarinic receptor antagonists, primary screen, CHO-K1 cells, Fluo-8 calcium fluorescence, 1536-well. CHO-K1 hM1, ACh EC80 antagonist. inhibition, % at 3 µM. 360,000 compounds, 1.3% hits. AID 588852, 2011;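 active = percent inhibition above its own plate's cutoff, namely the mean of that plate's compound wells plus 3 SD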;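 also: peak over basal fluorescence ratio during 140 s after agonist addition; 0% = ACh EC80 plus DMSO and 100% = DMSO alone without agonist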
* = called active by the depositor; . = not tested or not shown.

Each structure is followed by: CHRM1 agonist	OXTR potentiator	M1 ag parental	CHO parental Ca	CHO-K1 Ca antag	M1 antag	CHRM4 antagonist	CHRM1 PAM	M4 ag
COc1ccc(CN2CCC[C@]3(N[C@H](c4ccc(C)cc4)[C@@H]4C(=O)N(C)C(=O)[C@@H]43)C2=O)cc1
  -3	.	-0.1	.	-1	-4	-6	-2	0
CC1CCCCC1NC(=O)COC(=O)Cc1ccc(Br)cc1 (stereo not drawn)
  8	9	0.1	-8	-1	-17	-1	15	1
Cc1onc(-c2c(Cl)cccc2Cl)c1NC(=O)N(C)N
  -2	-8	0.1	0	-4	-5	3	7	0
CCCc1ccc(OCc2ccccc2)c2c(=O)cc(C(=O)OCC)oc12
  -1	-2	0.2	-11	-14	-10	-7	6	0
CN(C)NC(=O)c1cccc(Cl)c1
  -2	-2	0.3	-31	-4	-5	-21	6	1
Cc1ccc(NC(=O)Cn2c(C)csc2=O)cc1
  -3	.	0.4	.	-1	-3	-5	2	0
CCc1nc2ccc(C(=O)Nc3ccc(NC(C)=O)cc3)cn2c1N(C)C(=O)Cc1ccccc1
  0	.	0.6	.	7	-6	6	2	1
CS(=O)(=O)Nc1ccc(C(=O)NC2CC3CCC2C3)cc1 (stereo not drawn)
  -4	-5	0.3	-1	-1	4	-5	4	0
O=C(NCc1ccccn1)c1ccc(Cn2cc(C(F)(F)F)ccc2=O)cc1
  -14	-13	-0.4	-13	12	-2	4	1	1
O=C(COC(=O)c1cccnc1Cl)NC1CCCCCC1
  -5	3	0.2	-6	18	-3	-8	-6	2
CSc1ccccc1NC(=O)CN(C)CC(=O)Nc1ccc(S(=O)(=O)N2CCCC2)cc1
  -1	4	0.4	-3	-5	-15	-3	7	-1
CCc1ccc(C(C)NC(=O)C2CCCO2)cc1 (stereo not drawn)
  3	.	0.8	.	-5	-13	-9	13	0
CCOC(=O)c1cn(CC)c2ccc(S(=O)(=O)N3CC(C)CC(C)C3)cc2c1=O (stereo not drawn)
  -5	0	0.4	-13	-17	-1	4	4	0
CS(=O)(=O)N(CC(=O)NCc1ccc(Cl)cc1)C1CCCCC1
  -5	-5	-0.4	-14	-2	-5	-1	-1	0
O=C(c1ccco1)N1CCN(c2nc3ccsc3c(=O)s2)CC1
  -2	-4	4.5	12	-4	-5	-3	-5	13
COc1cc(/C=C2\SC(N)=NC2=O)ccc1OCC(=O)Nc1ccccc1C
  -3	2	0.2	-4	-13	-2	-4	1	3
O=C(NCCCn1ccnc1)C(=O)NCC1OCCN1S(=O)(=O)c1ccc2c(c1)OCCO2 (stereo not drawn)
  -6	0	-0.1	-3	-11	-3	-17	2	1
Cc1cc(NC(=O)C2C3C(=O)N(Cc4ccc(Cl)cc4)C(C(=O)NC(C)(C)C)C34C=CC2(C)O4)no1 (stereo not drawn)
  -2	-7	0.0	-24	14	-3	5	6	1
COC(=O)CCn1c(C)cc(C(=O)COc2ccccc2C(N)=O)c1C
  0	-31	18*	19	4	16	6	-9	19
C[C@@H]1CCC(=O)N(CC[C@H](Sc2ccccc2)c2ccccc2)CC1
  -7	-10	-0.9	-21	-8	-11	-3	6	-1
COc1cccc(NC(=O)CN(C)C(C)C(=O)NC(C)c2ccc(Cl)cc2Cl)c1 (stereo not drawn)
  -1	.	2.3	.	1	-4	-10	0	3
Cc1cc(C)n2nc(SC(C)C(=O)N(C)C3CCCCC3)nc2n1 (stereo not drawn)
  -1	-4	0.3	-3	1	-22	-6	14	0
C=CCN1C(=NC(=O)CC)SC2CS(=O)(=O)CC21 (stereo not drawn)
  -2	-1	0.3	0	-18	-12	-8	7	1
CCOC(=O)c1cn2cccnc2n1
  -2	2	0.4	-5	-7	-30	-2	8	0
O=S(=O)(/N=C(/Nc1cccc2ccccc12)c1ccccc1)c1ccc(F)cc1
  1	-2	1.3	-20	-6	-3	-12	11	1
CN(C)C(=O)c1cc(-c2ccccc2)no1
  -3	-2	2.1	-9	-5	-13	-8	8	1
C[C@H](NC(=O)c1ncn2c1C(=O)N[C@@H](C)C2)c1ccccc1
  -2	.	1.0	.	-9	-25	-13	22	0
CCCCNC(=O)COC(=O)c1cc(Br)ccc1Cl
  -9	4	0.2	-9	-16	-8	-6	2	1
C[C@@H]1CN([C@@H](C)CO)C(=O)c2cc(-c3ccccc3F)cnc2O[C@H]1CN(C)Cc1cccc(F)c1
  -11	.	0.3	.	-3	12	-8	-17	1
CCOc1ccc(OCCC(=O)OCC(=O)Nc2ccc3c(c2)OCO3)cc1
  -2	1	0.4	-5	-1	0	1	4	4

Single entries from the entries so far.
C[C@H](NC(=O)c1ncn2c1C(=O)N[C@@H](C)C2)c1ccccc1 in M1 ag parental = 1.0
Cc1cc(NC(=O)C2C3C(=O)N(Cc4ccc(Cl)cc4)C(C(=O)NC(C)(C)C)C34C=CC2(C)O4)no1 (stereo not drawn) in M1 antag = -3

Further structures follow:
Each structure is followed by: CHRM1 agonist	OXTR potentiator	M1 ag parental	CHO parental Ca	CHO-K1 Ca antag	M1 antag	CHRM4 antagonist	CHRM1 PAM	M4 ag
O=C(Nc1cccc(C(F)(F)F)c1)c1ccc2nc(-c3ccco3)c(-c3ccco3)nc2c1
  -1	-5	0.1	-9	-14	-37	1	11	0
COc1cc(C2C=C(c3cccs3)Nc3ncnn32)cc(OC)c1OC (stereo not drawn)
  12	.	20*	.	4	8	10	-2	34*
CCCCCCC(=O)c1c(C)[nH]c(C(=O)OCC)c1C
  -5	-6	0.1	12	-2	8	-9	-1	-2
COc1cc(CC(=O)Nc2sccc2C(N)=O)cc(OC)c1OC
  -1	-9	4.1	-24	2	-16	-2	-1	2
COc1cc(CNc2ccc3[nH]c(=O)[nH]c3c2)ccc1OCc1ccc(Cl)cc1
  -4	-5	1.9	8	9	-6	3	1	3
CCc1ccccc1NC(=O)C1CCCN1S(=O)(=O)c1ccc2c(c1)n(C)c(=O)c(=O)n2C (stereo not drawn)
  5	3	7.7	9	11	-7	-2	8	0
CC1CCCCN1Cc1c(O)ccc2c(=O)c(-c3nc4ccccc4s3)c(N)oc12 (stereo not drawn)
  -9	1	0.4	-9	4	-8	0	10	2
CCCCNC(=S)N/N=C1\C(=O)c2cccc3cccc1c23
  -5	0	-0.3	-10	25*	3	-15	-7	0
Cc1ccc(SCc2nc(-c3ccccn3)no2)cc1
  -2	-10	1.8	-15	-19	-6	-5	5	1
N#CCC(CNc1ncc(C(F)(F)F)cc1Cl)OC(=O)c1c(F)cccc1F (stereo not drawn)
  -9	-6	-0.2	-24	5	-12	-4	1	-3
O=C(NCCCN1CCOCC1)c1cc(-c2ccc3c(c2)OCO3)nc2ccccc12
  -4	-8	2.2	-1	-7	-11	-16	9	9
NC(=O)CC(NC(=O)Cc1ccc(Cl)cc1)c1ccc(NCC2CC2)c([N+](=O)[O-])c1 (stereo not drawn)
  -6	6	-0.1	-19	-13	2	-12	4	2
C=CC[C@H](CC(=O)N(CCO)Cc1ccccc1)C(=O)NC[C@@H](OC(=O)[C@@H](CC=C)Cc1ccc(F)cc1)c1ccccc1
  -3	-10	-0.1	-14	1	20	10	-7	11
CCCNC(=S)N1CCC(C(=O)c2ccc(F)cc2)CC1
  2	-1	4.5	-5	-9	-9	-1	4	3
CCN(CC(=O)NC1CCCC1)S(=O)(=O)c1ccc(C)cc1
  -3	-3	0.7	-1	-10	0	6	1	0
COc1ccc(CNC(=O)CSc2nccn(-c3ccc(F)c(F)c3)c2=O)cc1
  -2	-7	0.6	-9	1	0	-4	4	0
Clc1ccc(C2NCCc3sccc32)cc1 (stereo not drawn)
  -8	-10	0.9	-3	-3	-1	3	5	0
CC1(C)CC(=O)C2=C(C1)Nc1[nH]c(=S)[nH]c(=O)c1C2c1ccccc1 (stereo not drawn)
  -4	-3	0.2	1	-5	-19	-14	9	1
COC(=O)c1c(-c2cccnc2)csc1NC(=O)c1cc(C)on1
  -5	-1	3.1	-20	-18	5	-16	0	7
O=C(NCCCCc1ccccc1)C1CC(c2ccccc2C(F)(F)F)=NO1 (stereo not drawn)
  -1	4	1.4	-20	-18	2	-3	1	2
Cc1ccc(S(=O)(=O)N2CCN(Cc3ccccc3)CC2)cc1
  -8	-16	-0.7	-7	-12	-2	9	-6	-1
CN(C)C1(CNC(=O)c2cccc(S(=O)(=O)NCc3ccccc3)c2)CCCCC1
  -7	0	0.3	-10	-11	-4	-4	2	1
COC(=O)c1cn(NC(=O)/C=C/c2ccc(OC)c(OC)c2)c(=O)c2ccccc12
  -2	-1	0.1	0	-10	-8	-9	10	0
Cc1cc(C)cc(NC(=O)CN2CCc3cc4c(cc3C2C)OCCCO4)c1 (stereo not drawn)
  -5	-4	-0.7	18	1	-2	3	-5	-2
COc1ccc2oc(C)c(C(=O)Cn3ccnc3)c2c1
  -6	-9	0.6	-9	-14	5	-3	-5	1
Cc1ccc(NC(=O)c2cnccn2)c(Br)c1
  -2	-9	-0.5	-7	3	-6	3	8	0
COCCn1cnc2c1c(=O)n(Cc1ccc(Br)cc1)c(=O)n2Cc1ccccc1
  -4	-3	1.4	-18	-18	4	5	-5	-2
O=C(c1cccc(NS(=O)(=O)c2ccc(Br)cc2)c1)N1CCCCC1
  2	-13	4.3	-28	1	-8	-21	3	5
COc1ccc(-c2cc(C(=O)NC3CCCC3)c3ccccc3n2)cc1OC
  -2	-8	3.1	-21	-7	-10	6	6	9
Cc1cc(NC(NC(=O)c2ccco2)(C(F)(F)F)C(F)(F)F)no1
  1	3	0.0	-2	10	-7	-6	9	2
COCCNC(=O)CCc1ccc(S(=O)(=O)Nc2ccc(C)cc2)cc1
  -2	-2	0.6	-17	5	-3	5	-2	0
O=c1o[nH]c(-c2ccccc2)c1-c1ccccc1
  -4	-7	0.2	0	-7	-16	2	11	0
O=C(O)CSc1nnc(-c2ccc(Cl)cc2Cl)n1-c1ccccc1
  -2	-10	0.5	-3	-22	-14	2	6	1
COC(=O)c1ccc(CSc2nnc(CNC(=O)c3ccc(OC)cc3)o2)o1
  1	-5	0.1	-8	-8	-11	4	11	1
Cc1nc2c(oc3ccc(Cl)cc32)c(=O)[nH]1
  -1	1	1.5	-15	-14	-7	-11	7	1
